MLL CXXC-DNA inh = blocks binding of human MLL CXXC domain to DNA; hit rate 0.037% among 290,000; Potency, µM (highest dose often 115 µM), for inactives: top-dose activity change, negative = inhibition, hits mostly inhibitors; Q03164; MLL-CXXC / FITC-HOXA9 DNA fluorescence polarization; active = well fitted inhibition curve with a large enough effect in the polarisation, with a control signal flat, not every such curve was filed as active; inconclusive = small, poorly fitted or top-dose-only effect, or effect the other way, or a change in a side signal; inactive = no such curve, though single readings can be large or run the other way; the % refers to the polarisation
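Purified MLL-CXXC (added from a 7 uM solution) was preincubated 5 min at ambient with pinned compounds in 50 mM Tris-HCl pH 7.5, 50 mM NaCl, 1 mM DTT, 0.05% BSA. Fluorescein-labeled HOX-A9 DNA (50 nM solution) followed, 30 min, then polarization read.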
Menin MLL FP TR = displaces Texas Red mutant MLL peptide from human menin; O00255; Menin + Texas Red MLL mutant peptide, fluorescence polarization; Potency, µM (series often up to 61.6 µM), for the others: top-dose FP activity change, negative = inhibition, hits mostly inhibitors; hit rate 0.23% among 270,000; AID 1768; active = well fitted inhibition curve with a large enough effect in the polarisation, with a control signal flat, not every such curve was filed as active; inconclusive = small, poorly fitted or top-dose-only effect, or effect the other way, or a change in a side signal; inactive = no such curve, though single readings can be large or run the other way; the % refers to the polarisation; note: % of control where 0% means no effect; many of its hits are not listed in these tables
Target sequence (O00255 whole entry, looked up): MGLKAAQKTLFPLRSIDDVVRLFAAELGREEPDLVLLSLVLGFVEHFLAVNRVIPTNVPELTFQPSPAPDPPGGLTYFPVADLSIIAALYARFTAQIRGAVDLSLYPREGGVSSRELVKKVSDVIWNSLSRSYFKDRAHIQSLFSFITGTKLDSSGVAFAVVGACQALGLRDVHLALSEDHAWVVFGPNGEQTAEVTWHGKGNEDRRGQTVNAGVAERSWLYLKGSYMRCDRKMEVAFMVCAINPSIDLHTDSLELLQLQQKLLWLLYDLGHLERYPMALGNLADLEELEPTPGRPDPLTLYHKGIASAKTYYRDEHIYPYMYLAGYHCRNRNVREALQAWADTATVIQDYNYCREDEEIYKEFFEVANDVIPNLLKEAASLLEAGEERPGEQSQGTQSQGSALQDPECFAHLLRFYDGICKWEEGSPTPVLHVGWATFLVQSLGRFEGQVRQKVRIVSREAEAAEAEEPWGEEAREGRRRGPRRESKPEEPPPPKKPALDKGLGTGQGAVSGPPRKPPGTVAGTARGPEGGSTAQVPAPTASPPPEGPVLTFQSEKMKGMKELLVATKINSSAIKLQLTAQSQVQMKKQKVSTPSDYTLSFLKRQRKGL
Mito fusion act = mitochondrial division inhibition or fusion activation; S. cerevisiae fusion-defective mutant growth rescue, CellTiterGlo 48 h; Potency, µM (highest dose often 46.1 µM), inactives show top-dose growth rescue (activation), most hits filed as activators; hit rate 0.23% among 320,000; AID 485298; active = well fitted activation curve with a large enough effect; inconclusive = small, poorly fitted or top-dose-only effect; inactive = no such curve, though single readings can be large or run the other way;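 note: % of control where 0% means no effect; nearly all actives have a fitted effect of over 45% in size; temperature-sensitive fusion mutants such as fzo1-1 at 37 °C on non-fermentable ethanol glycerol medium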
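Luminescent cell viability in 1536-well qHTS format served as the measure of rescued growth in ts fusion-mutant S. cerevisiae cultured on non-fermentable YPEG for 48 hours at 37C.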
* marks the source's active call; other numbers are inactive results; ? = inconclusive; nt = no result given; & = joins results of further samples; [ ] = dose if it differs, or a comment. Potency is the fitted concentration of half-maximal effect. An excerpt; rates above refer to the full screens.

Start of the listing, in advance, two compounds:
SMILES	MLL CXXC-DNA inh	Menin MLL FP TR	Mito fusion act
CC/C=C\C/C=C\C/C=C\C/C=C\C/C=C\CCCC(=O)O	?	3%&-23%	nt
CCN(CC)CCSC(=O)C(c1ccccc1)c1ccccc1	-10%&7%	14%&8%	nt

This part in full (from the top)
SMILES	MLL CXXC-DNA inh	Menin MLL FP TR	Mito fusion act
CC/C=C\C/C=C\C/C=C\C/C=C\C/C=C\CCCC(=O)O	?	3%&-23%	nt
CCN(CC)CCSC(=O)C(c1ccccc1)c1ccccc1	-10%&7%	14%&8%	nt
CC(C)=CCC[C@](C)(O)C1CC=C(C)CC1 (stereo partly drawn)	-3%	?	nt
CNC(=O)[C@H](Cc1c[nH]c2ccccc12)NC(=O)[C@@H](CC(=O)NO)CC(C)C	1%	9%	nt
COc1ccc2cc1Oc1cc3c(cc1OC)CC[N+](C)(C)C3Cc1ccc(cc1)Oc1c(OC)c(OC)cc3c1C(C2)[N+](C)(C)CC3 (stereo not drawn)	6%	7%	nt
C[C@@H]1CC2C3CCC4=CC(=O)C=C[C@]4(C)[C@@]3(F)[C@@H](O)C[C@]2(C)[C@@]1(O)C(=O)COC(=O)c1cccc(S(=O)(=O)O)c1 (stereo partly drawn)	-11%	6%	nt
CCO[C@H]1O[C@@H]([C@H](COCc2ccccc2)OCc2ccccc2)[C@@H](OCc2ccccc2)[C@H]1O	-2%[51.4 µM]	-12%[24.8 µM]	nt
CCN(CC)C(=O)/C(C#N)=C/c1cc(O)c(O)c([N+](=O)[O-])c1	?	5%	nt
C=C1[C@@H]2CC[C@H](C2)C1(C)C	10%	14%	nt
COC(=O)N/N=C/C1=C[N+](=O)c2ccccc2[N+]1=O	4%	-30%	nt
CCCCCCCCCCC(CO)CCCCCCCC (stereo not drawn)	-1%	-3%	nt
CC(C)CCCCCCc1ccc(O)cc1	-6%	6%	nt
C[C@H]1CC2[C@@H]3CCC4=CC(=O)C=C[C@]4(C)[C@@]3(Cl)[C@@H](O)C[C@]2(C)[C@@]1(O)C(=O)CO (stereo partly drawn)	3%	2%	nt
CC(=O)Nc1ccc(OC(C)=O)cc1	3%	-2%	nt
CCN(CC)CCOC(=O)c1cccnc1	0%	7%	nt
O=C(OCC1OC(OC(=O)c2cc(O)c(O)c(OC(=O)c3cc(O)c(O)c(O)c3)c2)[C@@H](OC(=O)c2cc(O)c(O)c(OC(=O)c3cc(O)c(O)c(O)c3)c2)C(OC(=O)c2cc(O)c(O)c(OC(=O)c3cc(O)c(O)c(O)c3)c2)C1OC(=O)c1cc(O)c(O)c(OC(=O)c2cc(O)c(O)c(O)c2)c1)c1cc(O)c(O)c(OC(=O)c2cc(O)c(O)c(O)c2)c1 (stereo partly drawn)	63µM*	?	nt
CC(C)(C)NC[C@H](O)COc1cccc2c1CCC(=O)N2	-1%[51.4 µM]	15%[24.8 µM]	nt
CC(C)C[C@@H](NC(=O)[C@@H](Cc1ccccc1)NC(=O)c1cnccn1)B(O)O	4%	7%	nt
C[C@]12CCC(=O)C=C1[C@@H]1C[C@H]1[C@H]1[C@@H]3[C@@H]4C[C@H]4[C@@]4(CCC(=O)O4)[C@@]3(C)CC[C@@H]12	-7%	-4%	nt
C=C(NCc1ccccc1)c1ccccc1O	14%	-9%	nt
CC1CCC(C(C)C)C(O)C1 (stereo not drawn)	7%	19%	nt
Cc1ncc(CO)c(CN)c1O	-18%	-12%	nt
CCOc1ccc(N=Nc2ccc(N)cc2N)cc1	-8%	?	nt
CC(C)(C)CC(C)(C)c1ccc(OCCO)cc1	-1%	-1%	nt
OCC1O[C@H](Oc2ccc(O)cc2)C(O)C(O)C1O (stereo partly drawn)	-2%	0%	nt
CC1CCC(O)C/C1=C\C=C1/CCCC2(C)C1CCC2C(C)/C=C/C(C)C(C)C (stereo not drawn)	5%	?	nt
OC/C=C/c1ccccc1	-5%	-4%	nt
CC(=O)OCC1=C(C(=O)O)N2C(=O)C(NC(=O)Cc3ccccc3)C2SC1 (stereo not drawn)	-6%	2%	nt
Cc1ccc(S(=O)(=O)O)cc1C	-1%	-11%	nt
CO	7%	8%	nt
CC(C)C[C@@H](NC(=O)[C@H](Cc1ccccc1)NC(=O)c1cnccn1)B(O)O	-15%	8%	nt
NCCNCCNCCNCCN	-3%	-9%	nt
CCC(Cc1c(I)cc(I)c(O)c1I)C(=O)O (stereo not drawn)	-2%	-6%	nt
OC[C@H]1O[C@@H](n2cnc3c(N[C@H]4CC5CCC4C5)ncnc32)[C@H](O)[C@@H]1O (stereo partly drawn)	9%	17%	nt
O=C(O)[C@@H](O)[C@@H](O)[C@H](O)[C@H](O)CO	-2%	7%&-4%	nt
C/C=C1/NN(CCCN2CCN(c3cccc(Cl)c3)CC2)C(=O)N1CCOc1ccccc1	13%	-2%	nt
CC(C)CN(C[C@@H](OP(=O)(O)O)[C@H](Cc1ccccc1)NC(=O)O[C@@H]1CCOC1)S(=O)(=O)c1ccc(N)cc1	-6%	3%	nt
C[C@]1(c2ccccc2)OC(C(=O)O)=CC1=O	7%	-9%[24.8 µM]	nt
CCOC(=O)c1c(C)n(C)c2ccc(O)cc12	17%	-3%	nt
C[C@]12CCC(=O)C=C1CC[C@H]1[C@@H]3CC[C@](O)(C(=O)CO)[C@@]3(C)C[C@H](O)[C@@]12F	5%	2%	nt

Copied from the list.
In MLL CXXC-DNA inh, `OCC1O[C@H](Oc2ccc(O)cc2)C(O)C(O)C1O` (stereo partly drawn) has the entry -2%
In MLL CXXC-DNA inh, `CC1CCC(O)C/C1=C\C=C1/CCCC2(C)C1CCC2C(C)/C=C/C(C)C(C)C` (stereo not drawn) has the entry 5%
In Menin MLL FP TR, `CC1CCC(C(C)C)C(O)C1` (stereo not drawn) has the entry 19%
In Menin MLL FP TR, `CC(C)CN(C[C@@H](OP(=O)(O)O)[C@H](Cc1ccccc1)NC(=O)O[C@@H]1CCOC1)S(=O)(=O)c1ccc(N)cc1` has the entry 3%
In MLL CXXC-DNA inh, `CCOc1ccc(N=Nc2ccc(N)cc2N)cc1` has the entry -8%

More compounds.
SMILES	MLL CXXC-DNA inh	Menin MLL FP TR	Mito fusion act
Cc1ccc(OCC(O)C(C)NC(C)C)c2c1CCC2 (stereo not drawn)	-4%	?	nt
NC(C(=O)O)[C@@H]1CC(Cl)=NO1 (stereo partly drawn)	0%	-19%	nt
O=Cc1ccccc1C=O	?	31%[activator]	nt
CC(=O)SC[C@@H](Cc1ccccc1)C(=O)NCC(=O)OCc1ccccc1	-6%[51.4 µM]	1%[24.8 µM]	nt
O=C(Nc1ccc(O)cc1)c1ccccc1O	-4%	6%	nt
C[C@@H]1[C@H](O)[C@@H](C)/C=C/C=C/C=C/C=C/C=C/C=C/C=C/[C@H](O[C@@H]2O[C@H](C)[C@@H](O)[C@H](N)[C@@H]2O)C[C@@H]2O[C@](O)(C[C@@H](O)C[C@@H](O)[C@H](O)CC[C@@H](O)C[C@@H](O)CC(=O)O[C@H]1C)C[C@H](O)[C@H]2C(=O)O	0%	4%	nt
COCC(=O)Nc1cc(Sc2ccccc2)ccc1N=C(NC(=O)OC)NC(=O)OC	-6%	3%	nt
CCN(CC)CCOc1ccc2c(c1)C(=O)c1cc(OCCN(CC)CC)ccc1-2	?	7%	nt
CCCCCCCCCCCCCCCCCC(=O)OC[C@@H](O)[C@H]1OC[C@H](O)[C@H]1O	-5%	11%	nt
C=C1NC(=O)c2cc(CN(C)c3ccc(C(=O)N[C@@H](CCC(=O)O)C(=O)O)s3)ccc2N1	-6%	-3%	nt
NC(CCC(=O)NCS(=O)(=O)O)C(=O)O (stereo not drawn)	2%	0%	nt
CC1(C)SC2[C@@H](N=CN3CCCCCC3)C(=O)N2[C@H]1C(=O)O (stereo partly drawn)	12%	-1%	nt
CC(CN(C)C)CN1c2ccccc2Sc2ccc(C(F)(F)F)cc21 (stereo not drawn)	0%	-9%	nt
O=C(O)CC(O)CC(O)/C=C/c1c(C2CC2)nc2ccccc2c1-c1ccc(F)cc1 (stereo not drawn)	-8%	-4%	nt
Nc1c(N=Nc2ccc(-c3ccc(N=Nc4cc(S(=O)(=O)O)c5ccccc5c4N)cc3)cc2)cc(S(=O)(=O)O)c2ccccc12	35µM*	?	nt
CO/N=C(/C(=O)N[C@@H]1C(=O)N2C(C(=O)O)=C(CSc3nnnn3C)CS[C@H]12)c1csc(N)n1	-5%	-2%	nt
CC(=O)NCCc1ccc(O)c(O)c1	0%	4%	nt
NC(=O)NS(=O)(=O)c1ccc(N)cc1	-3%	10%	nt
Nc1ncnc2c1ncn2[C@@H]1O[C@H](C(=O)NC2CC2)[C@H](O)[C@H]1O	3%	0%	nt
CC[C@H](C)C(=O)O[C@H]1CCC=C2C=C[C@H](C)[C@H](CC[C@@H]3C[C@H](O)CC(=O)O3)C21 (stereo partly drawn)	-6%	?	nt
FC(F)(F)C(F)(F)C(F)(F)C(F)(F)C(F)(F)F	14%	-7%	nt
NC(=O)c1ccc[n+]([C@@H]2O[C@H](COP(=O)([O-])OP(=O)(O)OC[C@H]3O[C@@H](n4cnc5c(N)ncnc54)[C@@H](O)[C@@H]3O)[C@@H](O)[C@@H]2O)c1	-9%[51.4 µM]	0%[24.8 µM]	nt
C[C@@H]1C[C@H]2[C@@H]3C[C@H](F)C4=CC(=O)C=C[C@@]4(C)[C@]3(F)[C@H](O)C[C@]2(C)[C@@]1(O)C(=O)CO	-1%[51.4 µM]	13%[24.8 µM]	nt
CN1C(=O)CCC1c1cccnc1 (stereo not drawn)	12%&12%	6%	nt
CC12CCC(C[N+](C)(CCC[N+](C)(C)C)C1)C2(C)C (stereo not drawn)	-7%	1%	nt
NCCCC(N)CC(=O)NCC1NC(=O)C(CO)NC(=O)C(N)CNC(=O)C(C2CCN=C(N)N2)NC(=O)/C(=C/NC(N)=O)NC1=O (stereo not drawn)	-13%	-1%	nt
CC[C@H](C)[C@H]1O[C@]2(CC[C@@H]1C)C[C@@H]1C[C@@H](C/C=C(\C)[C@H](O[C@@H]3C[C@H](OC)[C@H](O[C@@H]4C[C@H](OC)[C@@H](O)[C@H](C)O4)[C@H](C)O3)[C@@H](C)/C=C/C=C3\CO[C@@H]4[C@H](O)C(C)=C[C@@H](C(=O)O1)[C@]34O)O2	5%	-3%	nt
CC(C)CN(C[C@@H](O)[C@H](Cc1ccccc1)NC(=O)O[C@H]1CO[C@H]2OCC[C@H]21)S(=O)(=O)c1ccc(N)cc1	0%	7%	nt
CC[N+](CC)(CCNC(=O)C(=O)NCC[N+](CC)(CC)Cc1ccccc1Cl)Cc1ccccc1Cl	0%	-5%	nt
CC(=O)OC1CC2CCC1(C)C2(C)C (stereo not drawn)	12%	-21%&5%	nt
CCOC(=O)C1=C(C)NC(C)=C(C(=O)OCC)C1c1ccccc1C=CC(=O)OC(C)(C)C	3%	17%	nt
CC1CN(c2c(F)c(N)c3c(=O)c(C(=O)O)cn(C4CC4)c3c2F)CC(C)N1 (stereo not drawn)	-7%	-20%	nt
F[Si-2](F)(F)(F)(F)F	6%	4%	nt
N=c1ccn2c(n1)O[C@H]1[C@@H](O)[C@@H](CO)O[C@H]12	0%	-1%	nt
O=C(O)C[CH2][Ge](=[O])[O][Ge](=[O])[CH2]CC(=O)O	8%	5%	nt
ClC(Cl)Cl	13%	0%	nt
CC#C[C@]1(O)CC[C@H]2C3CCC4=CC(=O)CCC4=C3[C@@H](c3ccc(N(C)C)cc3)C[C@@]21C (stereo partly drawn)	-4%	-20%	nt
CCC[C@H]1C[C@H](C(=O)N[C@@H]([C@H]2O[C@@H](SC)[C@@H](O)[C@@H](O)[C@@H]2O)[C@H](C)Cl)N(C)C1	2%	15%[24.8 µM]	nt
Oc1ccc(OCc2ccccc2)cc1	-7%[51.4 µM]	-2%[24.8 µM]	nt
CC(C)(C)CC(C)(C)c1ccc(O)c(-n2nc3ccccc3n2)c1	-1%	11%	nt
NC(N)=NCC1COc2ccccc2O1 (stereo not drawn)	3%	-13%	nt
O=[N+]([O-])c1c(Cl)cccc1-c1c[nH]cc1Cl	9%	12%	nt
O=S(=O)(O)c1cc(O)c2c(N=Nc3ccc(Nc4ccccc4)c4c(S(=O)(=O)O)cccc34)cc(S(=O)(=O)O)cc2c1	?	?	nt
CC(C)CCCC(C)N (stereo not drawn)	-1%	-6%	nt
CCOC(=O)[C@H](CCc1ccccc1)N[C@@H](C)C(=O)N1[C@H](C(=O)O)C[C@H]2CCC[C@@H]21	-1%	9%[24.8 µM]	nt
O=C(O)CC/C=C\CC[C@@H]1[C@@H](N2CCCCC2)[C@@H](O)C[C@@H]1OCc1ccc(-c2ccccc2)cc1	6%	1%	nt
COc1ccc(C(=O)NCC(c2ccc3c(c2)OCO3)N2CCOCC2)cc1 (stereo not drawn)	nt	nt	-3%

Bioassay records deposited in PubChem by National Center for Advancing Translational Sciences (NCATS).
